# Mito fusion act: qHTS Assay for Small Molecule Inhibitors of Mitochondrial Division or Activators of Mitochondrial Fusion | S. cerevisiae fusion-defective mutant growth rescue, CellTiterGlo 48 h | Potency, µM (titrated, usually from 46.1 µM), for inactives: top-dose growth rescue (activation), actives largely listed as activators | 0.23% of 320,000 active;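 note: potency is the fitted concentration of half-maximal effect; % of control where 0% means no effect; nearly all actives have a fitted effect of over 45% in size; temperature-sensitive fusion mutants such as fzo1-1 at 37 °C on non-fermentable ethanol glycerol medium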
#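 Temperature-sensitive fusion-defective S. cerevisiae (e.g. fzo1-1, mgm1-5) were grown with compound in YPEG medium (3% ethanol, 3% glycerol) for 48 hours at 37C. Growth rescue was measured as viability by CellTiterGlo luminescence after 10 minutes at ambient.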
# MBNL1-CUG inh: qHTS Assay for Inhibitors of MBNL1-poly(CUG) RNA binding. TR-FRET MBNL1-His/biotin-(CUG)12 binding, 665/545 ratio. Potency, µM (doses to about 57.5 µM), for the others: at the top dose activity change, negative = inhibition, actives largely listed as inhibitors. 0.036% of 280,000 active. AID 2675, 2010; active = well fitted inhibition curve with a large enough effect in the signal ratio, with a control signal flat, not every such curve was filed as active; inconclusive = small, poorly fitted or top-dose-only effect, or effect the other way, or a change in a side signal; inactive = no such curve, though single readings can be large or run the other way; the % refers to the signal ratio; note: potency is the fitted concentration of half-maximal effect; % is set by controls: 0 for no effect and ±100 for the full control effect
#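 Ratiometric TR-FRET (665 over 545 nm, excitation 340 nm) tracks disruption of MBNL1-His/biotin-(CUG)12 complex after 60 min at room temperature, with compounds at 92 nM to 58 uM final.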
# TSHR antag: Antagonists of the Thyroid Stimulating Hormone Receptor: HTS campaign. Thyrotropin receptor (Homo sapiens), P16473. TSHR-expressing cells, TSH-stimulated cAMP HTRF, 2 h; stronger effect = lower value. activity change, negative = inhibition, % at 11.5 µM. 0.2% of 330,000 active;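 active = activity change below a set negative limit, meaning inhibition stronger than a set level, cut at about -70% in these data; inconclusive = activity change between two set negative limits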; note: % is set by controls: 0 for no effect and ±100 for the full control effect
# Target sequence (P16473 whole entry, looked up): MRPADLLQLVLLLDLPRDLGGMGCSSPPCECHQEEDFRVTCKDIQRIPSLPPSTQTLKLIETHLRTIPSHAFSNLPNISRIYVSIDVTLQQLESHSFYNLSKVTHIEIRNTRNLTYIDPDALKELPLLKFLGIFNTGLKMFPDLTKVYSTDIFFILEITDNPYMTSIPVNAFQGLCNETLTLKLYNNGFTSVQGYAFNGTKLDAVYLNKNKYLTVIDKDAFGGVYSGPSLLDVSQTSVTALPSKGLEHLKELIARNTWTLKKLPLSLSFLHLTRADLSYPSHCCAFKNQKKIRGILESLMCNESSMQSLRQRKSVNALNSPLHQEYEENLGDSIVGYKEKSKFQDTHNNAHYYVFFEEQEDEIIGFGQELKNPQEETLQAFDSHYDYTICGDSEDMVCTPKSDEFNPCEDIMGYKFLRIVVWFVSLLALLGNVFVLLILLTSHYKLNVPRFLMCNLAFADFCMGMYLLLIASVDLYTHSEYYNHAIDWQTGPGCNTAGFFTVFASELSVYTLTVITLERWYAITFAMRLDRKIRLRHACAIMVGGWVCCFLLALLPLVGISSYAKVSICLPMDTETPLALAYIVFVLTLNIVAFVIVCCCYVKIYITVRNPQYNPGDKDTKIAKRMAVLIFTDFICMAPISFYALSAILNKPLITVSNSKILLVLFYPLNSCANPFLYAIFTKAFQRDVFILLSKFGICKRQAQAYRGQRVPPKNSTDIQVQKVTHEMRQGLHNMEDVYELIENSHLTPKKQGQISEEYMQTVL
#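 Cell-based HTRF cAMP assay; TSHR cells + compound, TSH EC80 (4nM final), 2 h, 37 deg C. Lysis with anti-cAMP cryptate and cAMP-d2, 30 min RT, read 665/620 nm.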
# TCR activator: Activators of T cell receptors: qHTS campaign; primary human leukocytes, anti-CD3, IL-2 HTRF, 48 h; Potency, µM (series often up to 9.22 µM), inactives show top-dose activation of IL-2 secretion, hits mostly activators; 330,000 tested, under 10 active; AID 504894, 2011; note: % of control where 0% means no effect
#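 IL-2 produced over 48 hr by a-CD3 bead-stimulated primary human leukocytes exposed to compounds was detected with a homogeneous time-resolved FRET immunoassay, 665nm acceptor signal after 320nm excitation.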
# AT treatment: qHTS Assay for Identifying a Potential Treatment of Ataxia-Telangiectasia. […] A-T fibroblasts, KAP-1 phosphorylation AlphaLISA; neocarzinostatin DNA damage 30 min before lysis. Potency, µM (highest dose often 57.5 µM), for the others: at the top dose activation, most hits filed as activators. 0.19% of 320,000 active; note: potency is the fitted concentration of half-maximal effect; % of control where 0% means no effect; nearly all actives have a fitted effect of over 45% in size
#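 ATM-like activity read as KAP-1 phosphorylation via AlphaLISA donor/acceptor antibody pairs after lysis and 6 hr at 25C. Cells were ATM-null patient fibroblasts ([…], hTERT), dosed 60 min, then exposed to the DSB inducer NCS for 30 min.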
# Integrin act MD: qHTS for Activators of Integrin-Mediated Alleviation for Muscular Dystrophy; alpha7betagal myoblasts, beta-gal FDG fluorescence, 48 h; Potency, µM (top dose mostly 38.3 µM), for the others: at the top dose activation, hits mostly activators; 0.064% of 350,000 active;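 note: potency is the fitted concentration of half-maximal effect; 100% = response of the positive control SU9516; nearly all actives have a fitted effect of over 60% in size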
#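 Alpha7betagal+/- myoblasts (passage 13) were plated 16-24 hr, then exposed to compounds (1:260 dilution of DMSO stock) for 48 hours at 37C. After MPER lysis, β-galactosidase reporter activity was read as FDG fluorescence (ex 480/em 540) after 30 minutes.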
# Menin MLL FP TR: qHTS Assay for Inhibitors Targeting the Menin-MLL Interaction in MLL Related Leukemias: Competition With Texas Red Labeled MLL-derived Mutant Peptide; Menin + Texas Red MLL mutant peptide, fluorescence polarization; Potency, µM (highest dose often 61.6 µM), for the others: at the highest dose FP activity change, negative = inhibition, hits mostly inhibitors; 0.23% of 270,000 active; AID 1768, 2009; active = well fitted inhibition curve with a large enough effect in the polarisation, with a control signal flat, not every such curve was filed as active; inconclusive = small, poorly fitted or top-dose-only effect, or effect the other way, or a change in a side signal; inactive = no such curve, though single readings can be large or run the other way; the % refers to the polarisation; note: potency is the fitted concentration of half-maximal effect; % of control where 0% means no effect; many of its hits are not listed in these tables
# CXXC DNA block: qHTS Fluorescence Polarization Assay for Inhibitors of MLL CXXC domain - DNA interaction. Histone-lysine N-methyltransferase 2A (Homo sapiens), Q03164. AID 2662, 2010. 0.037% of 290,000 active. Potency, µM (doses to about 115 µM), for inactives: at the highest dose activity change, negative = inhibition, hits mostly inhibitors. MLL-CXXC / FITC-HOXA9 DNA fluorescence polarization; active = well fitted inhibition curve with a large enough effect in the polarisation, with a control signal flat, not every such curve was filed as active; inconclusive = small, poorly fitted or top-dose-only effect, or effect the other way, or a change in a side signal; inactive = no such curve, though single readings can be large or run the other way; the % refers to the polarisation; note: potency is the fitted concentration of half-maximal effect
#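 Purified MLL-CXXC (added from a 7 uM solution) was preincubated 5 min at ambient with pinned compounds in 50 mM Tris-HCl pH 7.5, 50 mM NaCl, 1 mM DTT, 0.05% BSA. Fluorescein-labeled HOX-A9 DNA (50 nM solution) followed, 30 min, then polarization read.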
# ASM inhibitor: Inhibitors of Secretory Acid Sphingomyelinase (S-ASM): qHTS | 0.006% of 340,000 active | Sphingomyelin phosphodiesterase (Homo sapiens), P17405 | Potency, µM (doses to about 57.5 µM), inactives show at the highest dose activity change, negative = inhibition, usual class: inhibitors | AID 504937, 2011 | placental ASM, HMU-PC fluorogenic substrate, 60 min; note: potency is the fitted concentration of half-maximal effect
#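 Fluorogenic HMU-PC substrate (9 uM final) is turned over by placental ASM in 60 min at 37 C after a 10 min compound preincubation. Reaction ended by alkaline stop (pH 10), with fluorescence read at 386/447 nm.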
# TSG101-PTAP inh: qHTS Assay for Iinhibitors of HIV-1 Budding by Blocking the Interaction of PTAP/TSG101 | Tumor susceptibility gene 101 protein (Homo sapiens), Q99816 | Fluorescence polarization, FITC-PTAP peptide / Tsg101 binding | Potency, µM (highest dose often 115 µM), for inactives: at the top dose activity change, negative = inhibition, usual class: inhibitors | 340,000 tested, under 10 active | AID 493005, 2010; active = well fitted inhibition curve with a large enough effect in the main read-out, with a control signal flat, not every such curve was filed as active; inconclusive = small, poorly fitted or top-dose-only effect, or effect the other way, or a change in a side signal; inactive = no such curve, though single readings can be large or run the other way; note: potency is the fitted concentration of half-maximal effect; % of control where 0% means no effect
#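 Compounds were pin-transferred onto Tsg101 binding domain (10 uM final) in HEPES pH 7.5 buffer, then FITC-PTAP peptide was added at 50 nM final. After 20 min at RT, polarization reported peptide displacement across a qHTS concentration series.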
# Starred values were filed as active, the others as inactive; u = inconclusive; x = no result given; [ ] = another dose, or the depositor's remark. Unless noted, calls come from the whole dose curve; as a rule, active = well fitted curve in the direction sought with a large enough effect; inconclusive = small, poorly fitted or top-dose-only effect, or another doubt; inactive = no such curve, though single readings can be large; an effect the other way counts as inactive or inconclusive. Not all compounds are listed; the hit share may differ from the screen's.
Molecule	Mito fusion act	MBNL1-CUG inh	TSHR antag	TCR activator	AT treatment	Integrin act MD	Menin MLL FP TR	CXXC DNA block	ASM inhibitor	TSG101-PTAP inh
O=C(CN1C(=O)CCSc2ccccc21)Nc1ccc2c(c1)OCO2	5%	-1%	13	5%	10%	-11%[7.66 µM]	-1%	-6%	0%	-4%
O=C(Cc1ccccc1)Nc1ncccn1	-8%	x	0	4%	12%	3%	x	x	0%	-1%
COc1ccc(NC(=S)Nc2ccc(OC(F)F)cc2)cn1	-1%	0%	1	2%	3%	u	1%	19%	-6%	1%
CCOC(=O)CNC(=O)c1ccc(Cl)s1	-1%	2%	36	6%	-1%	27%	-20%	4%	-3%	1%
COc1cc(NC(=O)CCNC(=O)Cn2cnc3sc4c(c3c2=O)CCCC4)cc(OC)c1OC	-8%	-4%	1	2%	-4%	31%	23%	4%	27%	0%
COc1ccc(C(=O)NNC(=O)C2=NN(c3ccccc3)C(=O)CC2)cc1	-4%	-10%	21	-1%	1%	-12%	-5%	7%	2%	-2%
Cc1ccc(NC(=O)c2cnn(-c3ccccc3)c2C)cc1C	-10%	-1%	2	x	-2%	-2%	4%	0%	-3%	0%
CC(=O)N/C(=C\c1ccccc1)C(=O)NC(C)C(=O)O (configuration not stated)	-12%	-7%	4	x	0%	7%	4%	5%	0%	0%
Cc1cccc(C)c1NC(=O)C1(N(C(=O)c2ccccn2)c2ccc(O)cc2)CCCCC1	-2%	-14%	-3	5%	3%	-14%	-2%	-4%	-1%	-3%
CCCc1[nH]nc2c1C(CCC)C(C#N)=C(N)O2 (configuration not stated)	1%	-9%	-4	2%	4%	-10%	4%	-12%	2%	2%
COc1ccc(-c2nnc(N3CCOCC3)c3ccccc23)cc1	-3%	-2%	4	0%	-24%	-12%	-30%	4%	0%	1%
CCS(=O)(=O)Nc1ccc(C(=O)OC)cc1	1%	-3%	-1	0%	3%	13%	15%	4%	-1%	-1%
CC(=O)C1=C(O)C(=O)N(CCC(=O)O)C1c1ccccc1[N+](=O)[O-] (configuration not stated)	3%	12%	5	-3%	0%	8%	-9%	-12%	-2%	-4%
C/C=C(/C)C(=O)Nc1cccc(C2=NOC3(C2)C[C@@H](C(N)=O)N(C(=O)CC(c2ccccc2)c2ccccc2)C3)c1 (some centres not stated)	17%	-5%	-9	5%	3%	-6%	x	14%	-4%	-2%
c1ccc2cc(CCCc3cc4ccccc4cn3)ncc2c1	15%	x	-24	-1%	3%	-2%	x	x	2%	0%
O=C(CCn1cccc1)Nc1ccc(F)cc1	-1%	1%	-3	x	x	-14%	-10%	3%	1%	-1%
CC(C)(C)NS(=O)(=O)c1ccc(CCC(=O)NCc2ccccn2)cc1	1%	-10%	2	5%	-3%	-26%	-11%	-1%	1%	-1%
CN1CCc2nc(SCc3ccc(Cl)cc3)c(C#N)c(-c3cccs3)c2C1	x	x	x	-7%	x	-1%	x	x	-2%	-10%
COc1ccc(-c2nn(-c3ccccc3)cc2C(=O)n2nnc3ccccc32)cc1	2%	1%	7	-4%	-1%	61%	8%	3%	5%	-5%
O=C1CN(C(=O)CSc2nnc3ccccn23)c2ccccc2N1	0%	-19%	11	u	5%	13%	7%	-4%	3%	0%
Cc1ccc2c(c1)/C(=C/c1ccco1)C(=O)N2	18%	u	-5	x	-3%	3%	4%	-7%	-8%	-6%
Cc1ccc(CNc2nc(N)c([N+](=O)[O-])c(NCCO)n2)cc1	13%	12%	0	3%	-3%	3%	x	0%	-1%	-1%
CC(C)(C)C(=O)NC(=S)Nc1ccc(F)cc1	0%	-24%	9	1%[46.1 µM]	-7%	7%	-10%	5%	0%	-3%
O=C(NC(C(=O)N/N=C/c1ccncc1)c1n[nH]c(=O)c2ccccc12)c1ccccc1 (configuration not stated)	3%	x	1	-9%	2%	0%	x	-6%	-1%	-2%
CC(=O)c1ccc(OCC(=O)N2CCCC2c2ccc3c(c2)OCCCO3)cc1 (configuration not stated)	x	x	-9	5%	19%	-36%	x	x	-4%	0%
Cc1ccc(OCC(=O)N/N=C\c2ccco2)c(C)c1	-4%	7%	-3	-2%	-1%	28%	-21%	0%	-1%	1%
O=S(=O)(c1ccccc1Cl)N1CCCC1c1nc(-c2cccc(Cl)c2)no1 (configuration not stated)	u	0%	1	-4%	2%	-24%	27%	-3%	-3%	-8%
CCCc1cc(=O)oc2c(C)c(OC(C)C(=O)NCc3ccccn3)ccc12 (configuration not stated)	3%	-1%	-1	3%	7%	49%	-21%	-4%	-1%	-1%
O=C(O)C1CSC2c3ccccc3C(=O)N12 (configuration not stated)	0%	-6%	-13	x	x	0%	-21%	6%	1%	-6%
Cc1cccc(Nc2nc(NCCCN3CCOCC3)nc(N)c2[N+](=O)[O-])c1	0%	x	9	-6%[46.1 µM]	-1%	0%	-3%	-13%	-6%	-3%
Cc1cc(C)c(NC(=O)C2CC3CCC2C3)c(C)c1 (configuration not stated)	8%	3%	2	-4%	7%	24%	18%	8%	-2%	-5%
CCNC(=S)N=Nc1c(O)[nH]c2ccc(C(C)C)cc12	-2%	7%	4	8%[46.1 µM]	-4%	-40%	1%	-3%	-15%	2%
O=C(OCc1nnc(-c2ccccc2Br)o1)c1ccco1	x	x	x	-2%	10%	27%	x	x	-2%	-2%
Cc1ccc(S(=O)(=O)NC(=O)Nc2c(C)n(C)n(-c3ccccc3)c2=O)cc1	-5%	5%	-11	-4%	6%	-14%	-3%	-1%	4%	-3%
O=C(C(=S)N1CCOCC1)c1c[nH]c2ccccc12	-9%	-4%	6	3%	-5%	10%	-2%	u	6%	-3%
COc1ccc(NC(=O)c2ccc(OC(=S)N(C)c3ccc(OC)cc3)cc2)cc1	1%	3%	-4	-3%	-3%	-22%	-41%	64%[activator]	0%	-4%
CCN(C(=O)Cn1nnc(-c2ccccc2)n1)C1CCS(=O)(=O)C1 (configuration not stated)	2%	x	13	-6%	-8%	0%	x	x	x	-6%
O=C(COc1ncnc2sccc12)N1CCc2ccccc2C1	2%	-7%	4	x	5%	8%	4%	1%	7%	-5%
CC12COC3(C(=O)N4CCN(c5ccccn5)CC4)CC1CCC32C (configuration not stated)	-2%	1%	0	-7%	-41%	10%	x	-5%	3%	1%
CCOc1ccc(NC(=O)COc2ccc(C(=O)NCCc3ccccc3)cc2)cc1	-2%	13%	5	-2%[46.1 µM]	3%	-9%	16%	1%	3%	1%
O=C(CCc1nc2ccccc2s1)NC1CCOC1=O (configuration not stated)	4%	-14%	8	-1%	4%	18%	x	-2%	1%	-7%
CCOC(=O)NC(c1ccccc1)C1CCCCC1=O (configuration not stated)	-2%	-1%	4	-1%	-8%	-14%	-24%	-5%	5%	0%
CCCCCN1C/C=C\C(c2ccc(OC)cc2)N(Cc2ccc(F)cc2)C(=O)C1 (configuration not stated)	-16%	-2%	-8	7%	-3%	-2%	-4%	5%	3%	0%
COc1cccc(/C=C2\CCCCC2=O)c1	9%	-1%	6	1%	7%	-21%	-7%	21%	-6%	-1%
COc1ccccc1NC(=O)CSc1nn2c(=O)c(C)nnc2s1	-1%	2%	14	3%	6%	-13%	x	2%	-3%	-5%
COC(C[C@@H]1O[C@@H]1[C@@H](O)COCc1ccccc1)OC	9%	-2%	-3	12%	-3%	8%	x	4%	0%	5%
C=CCNC(=O)c1ccccc1NC(=O)c1ccccc1C	4%	-2%	-2	2%[46.1 µM]	0%	1%	7%	-7%	0%	-9%
